L major viab – Leishmania major promastigote growth inhibition | Leishmania major promastigotes, resazurin fluorescence viability | AID 1063 | hit rate 9% among 200,000 | inhibition, % at 10 µM; in the data active means inhibition above about 50%;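 further: promastigotes grown with compound for 44 hours at 28 °C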
PPARg SRC-3 ag – PPARgamma-driven SRC-3 recruitment agonism; biochemical PPARgamma/SRC-3 coactivator recruitment assay; hit rate 0.26% among 200,000; P37231; activation, % at 8 µM; in the data active means activation above about 23%;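 further: 0% = DMSO and 100% = reference agonist; some compounds past the cut are filed as inactive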
S1P3 antag – antagonists of human S1P3 receptor; inhibition, % at 4.98 µM; AID 485; hit rate 0.27% among 170,000; CHO S1P3 NFAT-BLA reporter, FRET fluorescence, antagonist mode; Q99500;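 active means inhibition above the plate cutoff, the mean inhibition of test wells on that plate plus 3 SD, cut at about 28% in these data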;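 further: cells challenged with S1P at its EC80 of 0.8 µM; blue over green emission ratio from cleaved BLA substrate after 4 h stimulation; 0% = S1P-stimulated wells and 100% = unstimulated DMSO-only wells; some compounds past the cut are filed as inactive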
Target sequence (Q99500 whole entry, looked up): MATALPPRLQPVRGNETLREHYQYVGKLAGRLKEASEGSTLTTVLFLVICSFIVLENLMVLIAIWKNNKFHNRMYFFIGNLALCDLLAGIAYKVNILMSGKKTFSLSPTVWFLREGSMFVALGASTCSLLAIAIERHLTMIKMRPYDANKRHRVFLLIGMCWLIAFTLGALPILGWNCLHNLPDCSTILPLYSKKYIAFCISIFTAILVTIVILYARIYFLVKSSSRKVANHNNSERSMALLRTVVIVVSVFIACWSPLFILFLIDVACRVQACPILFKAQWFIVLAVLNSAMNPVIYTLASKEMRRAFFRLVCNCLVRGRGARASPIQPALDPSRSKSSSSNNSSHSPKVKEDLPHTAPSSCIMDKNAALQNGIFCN
bIAP inh – blocks bovine intestinal alkaline phosphatase activity; 190,000 tested, under 10 active; purified bovine IAP, CDP-star luminescence, 30 min; AID 1019; inhibition, % at 20 µM;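 active means over 50% inhibition of intestinal alkaline phosphatase at 20 µM in the single-dose screen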
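Incubation: 30 min reaction at room temperature / Material: purified bovine intestinal alkaline phosphatase (IAP) enzyme / Input: enzyme at 1/65,000,000 dilution / Dosing: 20 µM single dose / Signal: CDP-star luminescence signal / Reagent: CDP-star chemiluminescent phosphatase substrate, 30 µM final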
TLR4 MyD88 comp – blocks binding of human TLR4 to MyD88; inhibition, % at 8.4 µM; hit rate 0.18% among 200,000; HeLa CL3-4 TLR4/MyD88 BLA complementation, FRET ratio; AID 861; O00206+Q99836; in the data active means inhibition above about 25%;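 further: 0% = vehicle and 100% = reference inhibitor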
TR-FRET SRC-2 ct – counter-screen for PPARgamma SRC-2 recruitment agonists: TR-FRET artefact | hits give high values | hit rate 0.4% among 200,000 | TR-FRET ratio at 8 µM; in the data active means TR-FRET ratio above about 2000; further: inactives centre near 1500; reference of the scale not given here
ROMK mod – modulates human ROMK potassium channel activity | Tet-inducible ROMK, thallium flux fluorescence; actives lie on both sides | B-score at 10 µM | hit rate 2% among 130,000 | AID 1918;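 active means signal ratio slope over the read window, or its plate-corrected B-score, at least 3 SD from the plate mean, either direction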;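 further: B-score of the F/F0 ratio slope over 7 to 12 s after thallium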
Target sequence (P48048 whole entry, looked up): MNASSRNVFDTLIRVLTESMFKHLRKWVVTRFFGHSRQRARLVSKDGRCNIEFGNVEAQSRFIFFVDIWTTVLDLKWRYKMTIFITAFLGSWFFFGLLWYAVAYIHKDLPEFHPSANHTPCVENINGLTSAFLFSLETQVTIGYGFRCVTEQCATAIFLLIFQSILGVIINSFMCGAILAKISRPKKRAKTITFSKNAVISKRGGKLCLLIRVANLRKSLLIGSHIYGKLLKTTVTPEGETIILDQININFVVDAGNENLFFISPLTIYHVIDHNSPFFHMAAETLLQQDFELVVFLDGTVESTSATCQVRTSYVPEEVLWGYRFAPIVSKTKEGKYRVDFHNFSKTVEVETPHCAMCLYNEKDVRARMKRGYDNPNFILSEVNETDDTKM
bIAP activator – increases bovine intestinal alkaline phosphatase activity | activation factor at 20 µM | AID 1016 | hit rate 0.17% among 200,000 | purified bovine IAP, CDP-star luminescence, 30 min; hits give high values; fold of DMSO-control signal, blank-subtracted;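 active means activation factor of 2 or more at 20 µM, a signal rise over negative controls twice the positive control's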
Redox H2O2 prof – compounds producing H2O2 with reducing agent – biochemical, NIH compound library profiling, artefact control for MLSCN library redox annotation, primary screen. DTT-dependent redox cycling H2O2, phenol red/HRP absorbance; 100% = 100 µM peroxide control, 0% = buffer. activation, % at 10 µM. hit rate 0.03% among 200,000;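 active means activation of at least 50% relative to the plate's high and low controls in the primary single-dose screen; inactive means activation below 50%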;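 further: compound incubated with DTT at 0.8 mM final as the reducing agent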
PPARg SRC2 recr – agonists of SRC-2 recruitment by human PPARgamma | P37231 | PPARgamma LBD-SRC-2 recruitment, biochemical | activation, % at 8 µM | hit rate 0.34% among 200,000; in the data active means activation above about 22%;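 further: 0% = vehicle and 100% = reference agonist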
PPARg SRC-1 ag – agonists of human PPARgamma SRC-1 coactivator recruitment | hit rate 0.41% among 200,000 | PPARgamma-SRC-1 coactivator recruitment biochemical assay | activation, % at 8 µM | AID 631 | P37231; in the data active means activation above about 19%;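 further: 0% = DMSO and 100% = reference agonist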
* marks the source's active call; other numbers are inactive results; . = no result given.

SMILES	L major viab	PPARg SRC-3 ag	S1P3 antag	bIAP inh	TLR4 MyD88 comp	TR-FRET SRC-2 ct	ROMK mod	bIAP activator	Redox H2O2 prof	PPARg SRC2 recr	PPARg SRC-1 ag
O=[N+]([O-])c1ccc(-c2ccc(/C=N/c3c(-c4ccco4)nc4ccccn34)o2)c(Cl)c1	-4	6	.	40	-9	1518	-0.61	0.6	-3.0	0	-7
O=C(Cc1ccccc1)Nc1nc(-c2cccs2)cs1	12	-2	-27	5	6	1478	.	0.9	-0.5	8	10
CCN=C1SC(C(=O)NCCc2ccccc2)CC(=O)N1CC (stereo not drawn)	-5	-1	-6	7	2	1353	-0.21	0.9	-0.5	-9	-4
Cc1cc(CNC(=O)CC2C(=O)NCCN2CC(C)(C)C)nn1C (stereo not drawn)	-3	6	2	-3	-5	1440	-0.52	1	-1.1	6	3
Cc1ccc(NC(=O)c2c([N+](=O)[O-])c(C(C)(C)C)nn2C)c(C)c1	2	0	13	-11	-15	1701	.	1.1	-0.6	17	8
CCS(=O)(=O)n1nc(-c2cccnc2)nc1NCc1ccc(F)cc1	0	2	4	1	-6	1618	-0.29	1	-1.1	6	1
CCOC(=O)CSc1nc(N)nc(C)c1Cl	-5	8	-8	-32	12	1796	-0.56	1.3	0.0	1	0
CC(C)C[C@H](NC(=O)[C@@H]1O[C@H]1C(=O)O)C(=O)NCCCCN=C(N)N	-8	-2	-2	12	4	1567	.	0.9	-0.3	2	6
CC(=O)N1CCN(Cc2nc3cc(Cl)ccc3c(=O)[nH]2)CC1	-2	2	-14	-12	-3	1502	0.29	1.1	-1.2	-4	-2
COc1cc(Cl)c(C)cc1NC(=O)CSc1ccccc1	43	7	-12	10	-8	1552	.	0.9	0.0	9	-1
Cc1nc2sc(C(c3cccc(F)c3)N3CCCC(C)C3)c(O)n2n1 (stereo not drawn)	-1	-11	-5	-11	-10	1451	-1.9	1.1	0.4	-3	8
COc1ccc(Nc2nc(N)nc(CSc3nnc(N)s3)n2)cc1	-4	9	.	8	3	1647	0.048	0.9	-0.1	6	-1
Oc1ccc(NCc2cccc(OCc3ccc(F)cc3)c2)cc1	21	3	5	12	0	1856	0.92	0.9	-1.6	-1	23*
CN(C(=S)NC(=O)/C=C/c1ccc(F)cc1)C1CCCCC1	-4	-5	4	-49	-4	1346	-2	1.5	0.3	0	-3
Nc1ncc(Br)cc1S(=O)(=O)NCCC(=O)N1CCN(c2ccccn2)CC1	-1	-4	5	7	-6	1587	-0.88	0.9	0.7	-9	4
Cn1nc(OC(=O)Nc2ccccc2)cc1C(F)(F)F	-2	-1	.	9	12	1508	.	0.9	-5.0	-4	-3
O=C(CC(O)(c1ccccc1)C(F)(F)C(F)F)c1cccs1 (stereo not drawn)	9	1	0	15	10	1558	.	0.8	7.5	0	0
CCn1c(SCC(=O)Nc2cccc(F)c2)nc2c(c1=O)SC(C)C2 (stereo not drawn)	3	18	4	10	6	1654	.	0.9	-0.3	-1	-1
CCCn1nnnc1SCC(=O)NNC(=O)C1CCCCC1	-3	-6	.	-12	4	1521	.	1.1	-0.9	3	11
CCS(=O)(=O)N1CCC(C(=O)NCc2cccc(OC)c2)CC1	-2	-15	-14	8	0	1424	0.97	0.9	-0.3	-5	3
O=C(O)COc1ccc(/C=C/c2ccc3cccc([N+](=O)[O-])c3n2)cc1	47	-1	4	-19	5	1544	-0.36	1.2	.	-8	-8
Cc1ccc(SCC(=O)Nc2ccc(N3CCOCC3)cc2)c(C)c1	5	3	-2	-9	-2	1502	-0.003	1.1	-0.3	-8	-4
Cn1cc([N+](=O)[O-])c(C(=O)N(Cc2ccccc2)Cc2ccccc2)n1	37	-3	-8	0	8	1529	.	1	-0.7	0	-3
CCOC(=O)N1CCN(C(=O)C(NC(=O)c2ccc(CC)cc2)C(C)C)CC1 (stereo not drawn)	-6	4	-3	3	3	1781	.	1	0.6	8	-3
CCOC(=O)c1c(C)[nH]c(C(=O)COC(=O)CSC)c1C	-2	1	.	6	1	1517	0.18	0.9	0.0	2	-2

Record cards, as listed above. Values in the order: L major viab, PPARg SRC-3 ag, S1P3 antag, bIAP inh, TLR4 MyD88 comp, TR-FRET SRC-2 ct, ROMK mod, bIAP activator, Redox H2O2 prof, PPARg SRC2 recr, PPARg SRC-1 ag
Cc1ccc(SCC(=O)Nc2ccc(N3CCOCC3)cc2)c(C)c1 is entered as 5, 3, -2, -9, -2, 1502, -0.003, 1.1, -0.3, -8, -4
COc1ccc(Nc2nc(N)nc(CSc3nnc(N)s3)n2)cc1 is entered as -4, 9, ., 8, 3, 1647, 0.048, 0.9, -0.1, 6, -1
Cn1nc(OC(=O)Nc2ccccc2)cc1C(F)(F)F is entered as -2, -1, ., 9, 12, 1508, ., 0.9, -5.0, -4, -3

Further structures.
SMILES	L major viab	PPARg SRC-3 ag	S1P3 antag	bIAP inh	TLR4 MyD88 comp	TR-FRET SRC-2 ct	ROMK mod	bIAP activator	Redox H2O2 prof	PPARg SRC2 recr	PPARg SRC-1 ag
COc1ccc(OC)c(NC(=O)C23CCC(C)(C(=O)C2)C3(C)C)c1 (stereo not drawn)	-1	-10	-34	2	1	1408	0.24	1	0.4	7	2
COc1ccc(/C(O)=C2\C(=O)C(=O)N(CCN(C)C)C2c2cccc(OC)c2OC)cc1 (stereo not drawn)	-4	-2	-1	5	-4	1635	-0.34	1	0.9	-1	4
C=CCNC(=O)c1ccc(Cn2c(=S)[nH]c3cc4c(cc3c2=O)OCO4)cc1	-9	1	.	4	-4	1613	.	1	1.3	6	3
COc1ccc(CN(C2CCCCC2C)S(=O)(=O)c2ccc(S(=O)(=O)N(C)C)cc2)cc1OC (stereo not drawn)	17	-1	11	-1	-22	1519	.	1	1.5	4	2
Cc1ccc2[nH]c3c(=O)n(CCC4=CCCCC4)cnc3c2c1	-4	9	.	34	1	1444	.	0.7	3.7	-6	3
COc1ccc(CCNC(=O)c2cc(-c3ccco3)on2)cc1OC	4	-6	-4	9	-7	1479	0.32	0.9	0.0	-9	-1
COc1ccc(C(=O)Nc2c3c(nn2-c2cccc(Cl)c2)CS(=O)C3)cc1 (stereo not drawn)	98*	-4	-10	7	-1	1403	-0.89	0.9	1.6	1	-3
COc1cc(/C=C/C(=O)OCC(=O)Nc2ccc3c(c2)OCCO3)ccc1OCC#N	40	-3	-1	-2	17	1506	-0.00077	1	1.2	-5	-3
Cc1ccc(C2/C(=C(\O)c3cnn(-c4ccccc4)c3C)C(=O)C(=O)N2CCN(C)C)o1 (stereo not drawn)	1	-7	.	10	-5	1515	1.1	0.9	-0.1	-5	4
CCOC(=O)N1CCC(N2CCCC(CO)(Cc3cccc(OC)c3)C2)CC1 (stereo not drawn)	87*	0	8	-11	1	1456	0.14	1.1	0.3	1	-2
COc1ccc(CCN(C)CCC(=O)Nc2c(C)cc(C)cc2C)cc1OC	-1	4	.	-1	-8	1481	.	1	2.1	7	4
COc1cc(-c2cc(-c3ccc(F)cc3)nc(N)c2C#N)ccc1O	8	5	14	-1	-7	1585	0.25	1	-0.2	3	-1
Cc1cc(C(C#N)c2ccccc2F)n2ncnc2n1 (stereo not drawn)	-8	2	-4	0	-2	1750	0.43	1	-0.8	4	4
Cc1cccc(N=C2NC(=O)c3cc([N+](=O)[O-])ccc32)c1	8	-1	-14	2	-3	1521	-0.49	1	-1.9	-13	4
CC(C)NS(=O)(=O)c1ccc(CCC(=O)Nc2cc(Cl)ccc2Oc2ccccc2)cc1	18	-4	.	4	-12	1463	-0.42	1	0.1	3	0
Cc1ccnn1CCSCC(=O)O	-4	3	.	9	2	1427	1.3	0.9	0.8	9	-1
CS(=O)(=O)Nc1ccc(C(=O)N2CCCC2)cc1	-5	-3	.	1	5	1429	-0.16	1	0.0	7	0
CC(C)c1cc(CN2CCN(CCC#N)CC2)cc(C(C)C)c1O	2	3	-36	-4	0	1453	0.52	1	0.1	4	4
O=C(Nc1cccc([N+](=O)[O-])c1)C1CC(=O)N(Cc2ccccc2)C1 (stereo not drawn)	7	3	-4	2	-3	1469	0.11	1	-9.8	4	-3
O=C(NC(=S)N(CCO)Cc1ccccc1)c1cc(Br)ccc1Cl	-3	1	6	3	-2	1591	0.4	1	-0.1	7	8
CN(CC(=O)N1CCCCCC1)S(=O)(=O)c1ccc(F)cc1	-6	7	-8	9	-9	1582	0.5	0.9	0.4	6	0
COC(=O)c1cccc(CSc2nnc(C)s2)c1	-1	-8	-36	-1	11	1389	.	1	0.0	9	4
CCOC(=O)c1c(C)noc1CP(=O)(c1ccccc1)c1ccccc1	10	9	8	1	2	1561	.	1	1.0	9	-2
Cc1c(C(=O)N2CCOCC2)sc2nc(-c3ccccc3)cn12	-5	10	5	5	7	1500	.	0.9	0.1	1	-3
CCCCCc1ccc(-c2ccc(OCC)cc2)nc1	-7	0	4	7	4	1697	1.3	0.9	0.0	-1	2

New compounds follow:
SMILES	L major viab	PPARg SRC-3 ag	S1P3 antag	bIAP inh	TLR4 MyD88 comp	TR-FRET SRC-2 ct	ROMK mod	bIAP activator	Redox H2O2 prof	PPARg SRC2 recr	PPARg SRC-1 ag
CCOC(=O)C1CCN(C(=O)COC(=O)c2ccc(Br)o2)CC1	-6	-10	-4	-8	1	1478	-0.31	1.1	1.6	-7	5
COc1cccc(C(C)NC(=O)Nc2cccc(C(F)(F)F)c2)c1 (stereo not drawn)	11	10	.	15	-9	1495	.	0.8	1.5	10	4
C=CCn1c(C)cc(C(=O)CSc2nnc(NCc3ccccc3)s2)c1C	1	-10	7	50	16	1407	0.083	0.5	2.2	1	1
COc1cc2cc(CN(Cc3ccc4c(c3)OCO4)C(=O)c3ccco3)c(=O)[nH]c2cc1OC	-17	4	.	.	8	1550	-2.2	.	0.6	13	9
COc1cccc(C2/C(=C(\O)c3ccc4c(c3)OCO4)C(=O)C(=O)N2CCN(C)C)c1OC (stereo not drawn)	-9	6	-5	6	15	1544	0.05	0.9	0.7	14	9
C/C=C/Cn1c(SCc2ccc(Cl)cc2)nc2c1c(=O)[nH]c(=O)n2C	14	-2	14	8	-6	1676	0.94	0.9	-1.0	-3	7
COC(=O)c1cc(C(=O)OC)cc(-n2c(C)cc(C=O)c2C)c1	-1	0	5	4	2	1534	0.88	1	-2.0	1	6
NS(=O)(=O)c1ccc(CCNC(=S)Nc2ccc(F)cc2)cc1	8	4	3	-2	4	1434	-0.044	1	-0.2	0	-4
Cc1ccc(NC(=O)CC2SC3=NCCCN3C2=O)c(C)c1 (stereo not drawn)	21	20	-5	1	3	1499	-1.8	1	2.6	6	6
CC1(C)Cc2nc3sc(C(=O)NCCO)c(N)c3cc2CO1	0	-6	.	-12	7	1753	.	1.1	-0.7	16	4
CC(=O)Nc1nc2ccccc2n1Cc1ccccc1	1	7	.	-2	-6	1620	.	1	-3.3	9	-4
Cc1c(NC(=O)c2ccc(N(C)S(=O)(=O)c3ccccc3)cc2)c(=O)n(-c2ccccc2)n1C	0	0	-5	-5	3	1493	1.4	1	-0.3	-2	-8
C1=CC2CC1CC2CN1CCN(c2ccccc2)CC1 (stereo not drawn)	85*	-4	-16	3	15	1469	.	1	-2.2	-3	0
COc1ccc(NC(=O)C2CCCO2)cc1OC (stereo not drawn)	-6	-1	.	10	-4	1562	0.017	0.9	0.2	0	-4
CNC(=S)Nc1cccc(S(=O)(=O)NC2=NCCC2)c1	-4	1	2	10	-21	1687	1	0.9	-0.5	7	5

Screening results as filed in PubChem BioAssay.
